Screens from PubChem.
GALK inhibitor: galactokinase (human) inhibition; P51570; Purified GALK, Kinase-Glo residual ATP luminescence; Potency, µM (highest dose often 57.5 µM), without a hit: at the highest dose activity change, negative = inhibition, hits mostly inhibitors; hit rate 0.007% among 270,000; AID 1868; note: potency is the fitted concentration of half-maximal effect; % is set by controls: 0 for no effect and ±100 for the full control effect
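Human GALK (5 nM) with 35 uM ATP and 100 uM galactose in 20 mM HEPES pH 8.0, 5 mM MgCl2, 60 mM NaCl, 1 mM DTT, 0.01% BSA. After 1 h at room temperature, leftover ATP was read by Kinase-Glo Plus luminescence.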
MBNL1-CUG inh: MBNL1-poly(CUG) RNA binding inhibition; Q9NR56; TR-FRET MBNL1-His/biotin-(CUG)12 binding, 665/545 ratio; Potency, µM (highest dose often 57.5 µM), inactives show at the highest dose activity change, negative = inhibition, actives largely listed as inhibitors; hit rate 0.036% among 280,000; active = well fitted inhibition curve with a large enough effect in the signal ratio, with a control signal flat, not every such curve was filed as active; inconclusive = small, poorly fitted or top-dose-only effect, or effect the other way, or a change in a side signal; inactive = no such curve, though single readings can be large or run the other way; the % refers to the signal ratio; note: potency is the fitted concentration of half-maximal effect; % is set by controls: 0 for no effect and ±100 for the full control effect
Target sequence (Q9NR56 whole entry, looked up): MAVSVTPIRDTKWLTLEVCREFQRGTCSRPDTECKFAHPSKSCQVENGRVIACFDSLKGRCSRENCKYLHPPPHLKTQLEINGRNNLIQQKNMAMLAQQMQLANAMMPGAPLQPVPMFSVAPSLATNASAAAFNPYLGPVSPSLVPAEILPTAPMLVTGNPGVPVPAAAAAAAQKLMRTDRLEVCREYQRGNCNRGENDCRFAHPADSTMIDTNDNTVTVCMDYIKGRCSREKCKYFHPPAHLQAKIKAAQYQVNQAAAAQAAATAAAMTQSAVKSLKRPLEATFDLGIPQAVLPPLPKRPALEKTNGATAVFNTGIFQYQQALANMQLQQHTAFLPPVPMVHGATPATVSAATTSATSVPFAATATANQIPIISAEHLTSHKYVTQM
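His-tagged MBNL1 binding to biotinylated (CUG)12 RNA was measured by TR-FRET using terbium anti-His antibody (0.055 ng/ul final) and streptavidin-XL665 (5 nM final). Compounds were titrated 92 nM to 58 uM; 60 min at room temperature.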
USP2a block: USP2a (human) protease inhibition. O75604. USP2 core, Ub-CHOP2 coupled fluorogenic reporter, 485/531. Potency, µM (series often up to 38.3 µM), inactives show at the top dose activity change, negative = inhibition, most hits filed as inhibitors. hit rate 0.01% among 330,000;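 note: potency is the fitted concentration of half-maximal effect; plate controls were DMSO wells for no effect and full inhibition by NEM control for full effect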
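USP2 core (10nM final) preincubated 30min RT with compound in 20mM Tris-HCl pH 8.0, 2mM CaCl2, 2mM beta-mercaptoethanol, 0.05% CHAPS; 25nM Ub-CHOP2 plus 25nM reporter substrate added, fluorescence (Ex485/Em531) read after 60min.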
PKM2 activator: activators of human pyruvate kinase M2; P14618; purified PKM2, Kinase-Glo ATP luminescence, activation; response scale: 0% is enzyme alone, no compound; Potency, µM (top dose mostly 57.5 µM), for inactives: top-dose activation, hits mostly activators; hit rate 0.34% among 260,000; AID 1631; note: potency is the fitted concentration of half-maximal effect; % is set by controls: 0 for no effect and ±100 for the full control effect; nearly all actives have a fitted effect of over 55% in size
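ATP formation by purified human PK-M2, quantified via coupled luciferase luminescence after 1 h at room temperature with 0.1 mM ADP and 0.5 mM PEP final.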
Eya2 inh: Eya2 (human) phosphatase inhibition; hit rate 0.006% among 330,000; recombinant Eya2, OMFP fluorescence dephosphorylation (OMFP is methylfluorescein phosphate); Potency, µM (highest dose often 76.9 µM), without a hit: top-dose activity, negative = inhibition, actives largely listed as inhibitors; O00167; note: potency is the fitted concentration of half-maximal effect; % is set by controls: 0 for no effect and ±100 for the full control effect
Target sequence (O00167 whole entry, looked up): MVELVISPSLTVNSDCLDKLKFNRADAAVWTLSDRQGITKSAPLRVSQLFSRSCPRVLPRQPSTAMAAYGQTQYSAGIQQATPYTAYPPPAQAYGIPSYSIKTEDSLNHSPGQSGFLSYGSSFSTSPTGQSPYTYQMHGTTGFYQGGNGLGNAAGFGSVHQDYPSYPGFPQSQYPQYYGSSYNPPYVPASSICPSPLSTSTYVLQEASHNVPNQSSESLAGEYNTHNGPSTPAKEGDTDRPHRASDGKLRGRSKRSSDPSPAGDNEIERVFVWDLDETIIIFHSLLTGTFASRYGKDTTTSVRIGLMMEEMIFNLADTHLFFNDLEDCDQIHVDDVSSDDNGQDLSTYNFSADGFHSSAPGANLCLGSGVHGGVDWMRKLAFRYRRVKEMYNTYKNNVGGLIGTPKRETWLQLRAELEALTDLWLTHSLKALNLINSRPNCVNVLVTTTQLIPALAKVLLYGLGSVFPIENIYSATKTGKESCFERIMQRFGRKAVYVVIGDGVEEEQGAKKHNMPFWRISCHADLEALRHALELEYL
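Eya2 protein (added as 0.2 uM solution) was preincubated with compound for 10 min at ambient temperature in 50 mM HEPES pH 7.5, 50 mM NaCl, 5 uM MgCl2, 0.05% BSA, 1 mM DTT. OMFP (added at 50 uM) then reacted 10 min; fluorescence read at 485/525 nm.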
KCNH2 WT inh: KCNH2 (human, wildtype) channel inhibition; hit rate 0.37% among 340,000; activity change, % at 1.84 µM; U2OS, BacMam KCNH2, thallium flux FluxOr; active compounds read low; AID 720551; Q12809;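 active = maximum activity change below -70%; inconclusive = maximum activity change between -70% and -50%; inactive = maximum activity change above -50%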; note: % is set by controls: 0 for no effect and ±100 for the full control effect
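U2OS cells were transduced with wild-type KCNH2 virus (2.03 x 10^8 / mL) for 4 h at room temperature, then cultured overnight at 37 C. Thallium flux was read with FluxOr dye. Rate constants were normalized to DMSO controls.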
ASM inhibitor: blocks human secretory acid sphingomyelinase; P17405; placental ASM, HMU-PC fluorogenic substrate, 60 min; Potency, µM (top dose mostly 57.5 µM), for the others: at the highest dose activity change, negative = inhibition, hits mostly inhibitors; hit rate 0.006% among 340,000; AID 504937; note: potency is the fitted concentration of half-maximal effect
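Steps: dispense placental human ASM, pin compound, wait 10 min at room temperature, add HMU-PC0 substrate at 9 uM final, incubate 60 min at 37 °C, add stop solution raising pH to 10, read fluorescence.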
BCR signal inh: inhibitors of chronic active B-cell receptor signaling; Potency, µM (series often up to 46.1 µM), without a hit: at the top dose ratio change, negative = lower green/red ratio, usual class: inhibitors; ABC-DLBCL IkBa-CBG/CBR reporter, luminescence ratio, 4 h; AID 493014; hit rate 0.05% among 340,000; active = well fitted inhibition curve with a large enough effect in the signal ratio, with a control signal flat, not every such curve was filed as active; inconclusive = small, poorly fitted or top-dose-only effect, or effect the other way, or a change in a side signal; the % refers to the signal ratio;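 note: potency is the fitted concentration of half-maximal effect; plate controls were basal doxycycline-induced cells for no effect and cells given 10 µM MG132 for full effect; MG132 reads +100%, hits lower the ratio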
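Doxycycline induced both beetle luciferases in TMD8 lymphoma cells; IKK-driven degradation limits the IkappaBalpha-fused green signal, while red luminescence normalises for cell number and nonspecific effects. Compounds tested up to 46 uM, 4 hrs.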
Mito fusion yeast: mitochondrial division inhibition or fusion activation. S. cerevisiae fusion-defective mutant growth rescue, CellTiterGlo 48 h. Potency, µM (titrated, usually from 46.1 µM), for the others: top-dose growth rescue (activation), actives largely listed as activators. hit rate 0.23% among 320,000;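 note: potency is the fitted concentration of half-maximal effect; % of control where 0% means no effect; nearly all actives have a fitted effect of over 45% in size; temperature-sensitive fusion mutants such as fzo1-1 at 37 °C on non-fermentable ethanol glycerol medium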
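Growth-rescue viability read-out: after 48 h at the non-permissive 37C in glycerol/ethanol YPEG, yeast mitochondrial fusion mutants are measured by CellTiterGlo luminescence; compounds (23 nl pinned per well) restoring growth score as division inhibitors or fusion activators.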
TSHR antagonist: human thyrotropin receptor antagonism; AID 504810; P16473; activity change, negative = inhibition, % at 11.5 µM; TSHR-expressing cells, TSH-stimulated cAMP HTRF, 2 h; active compounds read low; hit rate 0.2% among 330,000;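 active = activity change below a set negative limit, meaning inhibition stronger than a set level, cut at about -70% in these data; inconclusive = activity change between two set negative limits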; note: % is set by controls: 0 for no effect and ±100 for the full control effect
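Cell-based HTRF cAMP assay; TSHR cells + compound, TSH EC80 (4nM final), 2 h, 37 deg C. Lysis with anti-cAMP cryptate and cAMP-d2, 30 min RT, read 665/620 nm.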
Menin-MLL TR inh: displaces Texas Red mutant MLL peptide from human menin. Menin + Texas Red MLL mutant peptide, fluorescence polarization. Potency, µM (top dose mostly 61.6 µM), for inactives: at the highest dose FP activity change, negative = inhibition, usual class: inhibitors. hit rate 0.23% among 270,000. AID 1768; active = well fitted inhibition curve with a large enough effect in the polarisation, with a control signal flat, not every such curve was filed as active; inconclusive = small, poorly fitted or top-dose-only effect, or effect the other way, or a change in a side signal; inactive = no such curve, though single readings can be large or run the other way; the % refers to the polarisation; note: potency is the fitted concentration of half-maximal effect; % of control where 0% means no effect; many of its hits are not listed in these tables
Active calls of the source: *; ? = inconclusive; / = no result given; & = joins results of further samples; [ ] = another dose, or the depositor's remark. Unless noted, calls come from the whole dose curve; as a rule, active = well fitted curve in the direction sought with a large enough effect; inconclusive = small, poorly fitted or top-dose-only effect, or another doubt; inactive = no such curve, though single readings can be large; an effect the other way counts as inactive or inconclusive. Not all compounds are listed. The share of hits here may be higher or lower than overall.

Order of values: GALK inhibitor | MBNL1-CUG inh | USP2a block | PKM2 activator | Eya2 inh | KCNH2 WT inh | ASM inhibitor | BCR signal inh | Mito fusion yeast | TSHR antagonist | Menin-MLL TR inh
> Cc1ccc(N)cc1CN1CCCC1=O
    2% | 5% | 0% | 0% | -8% | 0 | 3% | 0% | 2% | 2 | 19%
> COC(=O)N1CC=CC1(C)C(=O)NCc1cc(F)cc(C(F)(F)F)c1 (stereo not drawn)
    / | -3% | 0% | -3%&-12% | 6% | -2 | 0% | -10% | -5% | -2 | 7%&-1%
> O=C(CNC(=O)c1ccco1)Nc1cccc(Cl)c1
    -1% | 0% | 0% | / | -7% | -2 | 2% | ? | 4% | 27 | 12%
> CCc1ccc(OCC(=O)NC(=S)Nc2ccc(C(C)=O)cc2)c(Br)c1
    -4% | ? | 1% | -2% | -6% | 2 | -3% | ? | 2% | 11 | -5%
> CCC(C)(C)NC(=O)C1CCN(S(=O)(=O)c2cccs2)CC1
    -3% | / | -1% | 6% | -2% | -6 | 5% | 2% | 8% | -3 | 10%
> Cc1ccc(SCCC(=O)NNC(=O)c2ccccc2F)cc1
    / | / | 4% | / | 5% | -2 | -3% | 0% | / | -3 | /
> CCOc1ccc(S(=O)(=O)n2cc(F)c(=O)[nH]c2=O)cc1[N+](=O)[O-]
    6% | ? | 5% | 3%[0.46 µM] | -3% | 22 | 1% | 3% | 2% | -11 | -7%
> CCCCN(C(=O)/C=C/c1ccc(OC)cc1)C1CCS(=O)(=O)C1 (stereo not drawn)
    / | / | -5% | / | 17% | 35 | -2% | -6% | -5% | / | /
> Cc1ccc(SCc2cc(=O)[nH]c(/N=C(\N)Nc3ccc(C)c(C)c3)n2)cc1
    0% | -12% | -1% | 3% | 1% | -22 | 2% | -1% | 0% | 17 | 12%
> c1ccc(C2[C@H]3CN(CC4CCCCC4)[C@H](c4ccccc4)C34CC2(c2cccnc2)C4)cc1 (stereo partly drawn)
    -1% | -1% | 0% | -1%&-3% | -11% | -4 | 0% | 0% | -26% | -4 | 0%
> Clc1ccc(NC2=NCCC2)cc1Cl
    1% | -11% | -2% | -10% | 6% | 6 | 0% | -7% | 1% | -13 | -1%
> O=C(CNC(=O)c1ccccc1)NCC(=O)OCC(=O)c1ccccc1
    9% | -6% | -1% | 3% | 1% | -21 | 3% | 6% | -1% | 5 | -12%
> CC(=O)N1CCCc2cc(S(=O)(=O)N3CCC(C)CC3)ccc21
    / | -5%[11.5 µM] | 3% | -2% | 2% | -3 | 1% | -3% | -4% | 4 | -2%
> CCOc1ccc(-n2c(COc3ccccc3)nnc2SCC(N)=O)cc1
    -2% | 1% | 2% | 0% | 0% | 9 | 3% | 0% | 0% | 1 | -14%
> CCO[C@@H]1OC(C(=O)N2CCCCCCC2)=C[C@H](c2ccc(C(F)(F)F)cc2)[C@H]1CCCO
    0% | -12% | 1% | 0% | -16% | -1 | -3% | ? | 5% | -11 | ?
> CCOC(=O)C1CCCN(CC(=O)Nc2cccc(C(C)=O)c2)C1 (stereo not drawn)
    -1% | -1% | 3% | -4% | 10% | 12 | 0% | 1% | -2% | -3 | 2%
> CC(=O)NC(Cc1ccccc1)C(C)=O (stereo not drawn)
    0% | -5% | -10% | -6% | -3% | -27 | 0% | 2% | -8% | 4 | 5%
> CCOC(=O)N1CCN(C(=O)CNC(=O)c2ccc(Br)cc2)CC1
    -3% | 0% | 1% | -9% | -7% | 4 | -2% | 3% | 0% | 8 | /
> c1ccc(CCc2cn(C[C@H]3CC[C@@H]([C@@H]4CC[C@H](Cn5cc(CCc6ccccc6)nn5)O4)O3)nn2)cc1
    / | -4% | 1% | -2% | 0% | 12 | -4% | 2% | 2% | -11 | -14%
> COc1cc2[nH]c(=S)n(NC(=O)CC(C)C)c(=O)c2cc1OC
    0% | 3% | 0% | -9% | -9% | -6 | -2% | -1% | -1% | -3 | 8%
> CCOc1c(Br)cc(CNCc2cccs2)cc1OC
    0% | 4% | 1% | 17% | -4% | 4 | 3% | -7% | 6% | 9 | -18%
> CCc1ccc(NC(=S)Nn2cnnc2)cc1
    1% | -4% | 3% | / | 2% | 4 | 0% | 6% | 2% | 18 | 9%
> O=C1C2C3CCC(C3)C2C(=O)N1CNc1ccccc1 (stereo not drawn)
    / | 5% | 3% | 0% | 4% | -8 | -1% | -1% | -7% | 3 | 10%
> Cc1ccc(C)c(NC(=O)CSc2nnc(CNC(=O)c3ccco3)n2C)c1
    1% | -2% | -2% | -1% | 3% | 0 | -2% | 4% | -3% | 12 | -2%
> C#CCOCCOCCOCCNc1nc(N2CCN(C(=O)Cn3cc(CCO)nn3)CC2)nc(N2CCN(C(=O)[C@H](C(C)C)n3cc(CCO)nn3)CC2)n1
    / | -28% | 1% | -14% | 16% | -2 | -3% | 2% | 5% | 7 | 0%
> CCCn1c(SC(C)C(=O)NCC2CCCO2)nc2sc(CC)cc2c1=O (stereo not drawn)
    5% | 2% | 0% | 1% | 9% | -17 | 1% | 11% | -1% | 6 | /
> N#CCC(=O)N1CCn2c1nc1ccccc12
    -3% | 10% | -1% | 8% | -18% | 3 | 3% | 5% | -1% | 0 | 1%
> NS(=O)(=O)c1ccc(NC(=O)CN2C(=O)CCC2=O)cc1
    -2% | 1% | 5% | -3% | 1% | -13 | 0% | 3% | -2% | 11 | /
> CN1c2ccsc2/C(=N/Nc2ccc(F)cc2)CS1(=O)=O
    -1% | ? | 0% | -11% | 0% | -7 | -9% | -1% | -8% | -10 | ?
> OCCC1CN(Cc2ccc(F)cc2)CCN1CCc1ccccc1 (stereo not drawn)
    -5% | -2% | 3% | 1% | ? | 50 | 6% | -4% | 1% | -9 | -24%
> O=C(c1cccc(Cl)c1)N(Cc1cccs1)C1CCS(=O)(=O)C1 (stereo not drawn)
    3% | -3% | -1% | -2% | 8% | 22 | 1% | 1% | 1% | -2 | -6%
> Cc1cc2nc(SC(C)C(=O)O)[nH]c2cc1C (stereo not drawn)
    -1% | 2% | 5% | 4% | 0% | -4 | 3% | ? | 0% | 9 | 11%
> CC(=O)Nc1ccc(NC(=O)c2ccccc2Sc2ccc([N+](=O)[O-])cc2Cl)cc1
    -1% | ? | 3% | 0% | 1% | -9 | -18% | 2% | -6% | 0 | 15%
> O=C(CN1C(=O)C2CC=CCC2C1=O)NC1CCCc2ccccc21 (stereo not drawn)
    -3% | -18% | -1% | 0% | -22% | -3 | -1% | ? | 5% | 2 | /
> O=C(CCC1CCCCC1)Nc1nncs1
    0% | 0% | -1% | 2% | -3% | 0 | 6% | -2% | 4% | -4 | -2%
> COc1ccc(Nc2nc3ccccc3nc2NS(=O)(=O)c2cccs2)cc1
    -7% | 14% | -1% | 0% | 11% | -12 | 9% | 21% | 6% | -3 | ?
> CC(=O)N1CCN(c2ccc(NC(=O)c3ccccc3Cl)cc2)CC1
    0% | -2% | 2% | -10% | 17% | -2 | -1% | ? | 1% | 5 | -5%
> CCOc1cc(/C=C(\C#N)C(=O)NCC2CCCO2)ccc1O (stereo not drawn)
    -1% | ? | -3% | -17% | ? | 2 | -2% | ? | -3% | 15 | -10%
> CC(C)c1ccccc1OCCNC(=S)NC(=O)c1cccnc1
    0% | 0% | -2% | 8% | 3% | 14 | -11% | ? | 5% | -10 | 2%
> O=C(NCCN1CCOCC1)c1noc2c1CCc1ccccc1-2
    -1% | -8% | 4% | -10% | -1% | -6 | 2% | 14% | 5% | 3 | 9%
